# Screening data as filed in PubChem BioAssay.
# CHO-K1 Ca antag – M1 antagonist counterscreen hit in parental CHO-K1 cells; ATP-induced calcium, Fluo-8 fluorescence; inhibition, % at 3 µM; 360,000 compounds, 0.6% hits;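 active = inhibition above a per-plate cutoff, the plate's mean sample inhibition plus 3 SD, cut at about 24% in these data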;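 note: 0% = DMSO plus EC80 ATP and 100% = DMSO alone without ATP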
# CHRM5 PAM – human M5 muscarinic receptor positive allosteric modulators, primary screen, CHO-K1 cells, Fluo-8 calcium fluorescence | Muscarinic acetylcholine receptor M5 (Homo sapiens), P08912 | activation, % at 3 µM | CHO-K1 hM5, ACh EC20 PAM; 0% = ACh EC20, 100% = ACh EC100 | 360,000 compounds, 0.3% hits;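 active = activation above the run cutoff, the mean activation of all test compounds plus 3 SD, cut at about 18% in these data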
# Target sequence (P08912 whole entry, looked up): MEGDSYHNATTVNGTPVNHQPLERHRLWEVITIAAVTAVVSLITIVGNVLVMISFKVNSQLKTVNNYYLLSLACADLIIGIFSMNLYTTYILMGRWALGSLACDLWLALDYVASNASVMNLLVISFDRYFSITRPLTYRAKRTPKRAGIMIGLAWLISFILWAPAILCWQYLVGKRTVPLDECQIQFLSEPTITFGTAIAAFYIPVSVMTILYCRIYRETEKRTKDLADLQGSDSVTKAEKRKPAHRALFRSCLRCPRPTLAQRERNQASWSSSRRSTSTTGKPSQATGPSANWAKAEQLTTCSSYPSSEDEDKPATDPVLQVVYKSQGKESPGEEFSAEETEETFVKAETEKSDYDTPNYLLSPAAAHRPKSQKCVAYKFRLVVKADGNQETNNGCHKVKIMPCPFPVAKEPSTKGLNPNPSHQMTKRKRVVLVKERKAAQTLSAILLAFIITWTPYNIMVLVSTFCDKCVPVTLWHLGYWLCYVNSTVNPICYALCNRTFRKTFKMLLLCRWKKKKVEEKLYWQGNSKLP
#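 Measured by: Fluo-8 calcium fluorescence; material: human M5 receptor in CHO-K1 cells; schedule: Post-acetylcholine fluorescence recording 140 s; benchmarks: low control EC20 acetylcholine (0%), high control EC100 acetylcholine (100%); read-out: Max/basal fluorescence ratio as % of EC20–EC100 ACh window; compound: single dose, 3 µM nominal final test concentration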
# M4 antag – human M4 muscarinic receptor antagonists, primary screen, CHO cells, Fluo-8 calcium fluorescence | AID 624125, 2012 | 360,000 compounds, 0.73% hits | inhibition, % at 3 µM | CHO-hM4 cells, ACh EC80 | Muscarinic acetylcholine receptor M4 (Homo sapiens), P08173;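 active = inhibition above its plate's cutoff, the mean inhibition of sample wells plus 3 SD, cut at about 27% in these data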;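 note: 0% = acetylcholine EC80 with DMSO and 100% = DMSO without agonist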
# Target sequence (P08173 whole entry, looked up): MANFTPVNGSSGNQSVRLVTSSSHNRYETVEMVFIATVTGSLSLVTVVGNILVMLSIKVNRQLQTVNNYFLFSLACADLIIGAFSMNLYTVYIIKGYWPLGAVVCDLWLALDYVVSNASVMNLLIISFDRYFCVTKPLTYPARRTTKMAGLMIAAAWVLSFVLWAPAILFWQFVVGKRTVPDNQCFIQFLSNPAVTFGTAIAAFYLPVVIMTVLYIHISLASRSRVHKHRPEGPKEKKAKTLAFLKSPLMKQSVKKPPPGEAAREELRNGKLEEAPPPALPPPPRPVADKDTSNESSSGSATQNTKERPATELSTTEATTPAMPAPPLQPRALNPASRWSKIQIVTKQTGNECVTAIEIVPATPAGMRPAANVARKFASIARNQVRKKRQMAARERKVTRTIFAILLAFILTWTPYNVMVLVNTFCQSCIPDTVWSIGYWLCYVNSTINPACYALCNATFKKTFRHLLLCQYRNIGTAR
# CHRM5 antagonist – human M5 muscarinic receptor antagonists, primary screen, CHO cells, Fluo-8 calcium fluorescence. Muscarinic acetylcholine receptor M5 (Homo sapiens), P08912. CHO-hM5 cells, ACh EC80. inhibition, % at 3 µM. 360,000 compounds, 0.59% hits. AID 624040, 2012;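 active = inhibition above a per-plate cutoff, the mean of that plate's test compounds plus 3 SD, cut at about 27% in these data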;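 note: 0% = acetylcholine EC80 with DMSO and 100% = DMSO without agonist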
# M4 ag – human M4 muscarinic receptor agonists, primary screen, CHO-K1 cells, Fluo-8 calcium fluorescence; Muscarinic acetylcholine receptor M4 (Homo sapiens), P08173; CHO-K1 hM4/Gqi5; vehicle 0%, full acetylcholine response 100%; activation, % at 3 µM; AID 624127, 2012; 360,000 compounds, 0.14% hits;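 active = activation above the run mean over all test wells plus 3 SD, cut at about 32% in these data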;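 note: peak over basal fluorescence ratio per well then scaled between controls; 0% = DMSO wells and 100% = acetylcholine at EC100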
# M1 PAM parental – nonselective calcium activators in parental CHO-K1 cells, primary screen, counter-screen for M1 PAM project, cell-based, Fluo-8 calcium fluorescence, full deck, 1536-well; activation, % at 3 µM; AID 602247, 2012; ATP EC20; 0% at ATP EC20, 100% at ATP max; 360,000 compounds, 0.02% hits;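 active = activation above the run cutoff, the mean activation of all test compounds plus 3 SD, cut at about 40% in these data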;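 note: peak over basal fluorescence ratio in a 140 s read after ATP addition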
# CHRM4 PAM – human M4 muscarinic receptor positive allosteric modulators, primary screen, CHO-K1 cells, Fluo-8 calcium fluorescence | Muscarinic acetylcholine receptor M4 (Homo sapiens), P08173 | CHO-K1 hM4/Gqi5, ACh EC20; 0% = ACh EC20, 100% = maximal ACh | activation, % at 3 µM | 360,000 compounds, 0.4% hits | AID 624126, 2012;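 active = activation above its plate's cutoff, the mean activation of sample wells plus 3 SD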; note: some results filed as inactive read as strong as hits
# CHRM5 agonist – human M5 muscarinic receptor agonists, primary screen, CHO-K1 cells, Fluo-8 calcium fluorescence; CHO-K1 hM5 cells; 0% DMSO wells, 100% maximal acetylcholine response; 360,000 compounds, 0.19% hits; AID 624037, 2012; activation, % at 3 µM;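 active = activation above the run's mean over test compounds plus 3 SD, cut at about 23% in these data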;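 note: signal is peak over basal fluorescence ratio across the kinetic read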
# CHO-K1 Ca ag – counter-screen for M1 agonists: effect in parental CHO-K1 cells | Fluo-8 calcium fluorescence; scaled to maximal ATP response, vehicle zero | activation, % at 3 µM | 360,000 compounds, 0.48% hits; in the data active = activation above about 15%;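 note: untransfected CHO-K1 host cells lacking M1 receptor as counterscreen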
# Starred values were filed as active, the others as inactive. No enrichment for hits; about 2.7% have a hit in one of these screens.
structure	CHO-K1 Ca ag	M1 PAM parental	CHRM5 agonist	M4 antag	CHO-K1 Ca antag	CHRM5 PAM	CHRM5 antagonist	CHRM4 PAM	M4 ag
CC(C)CCNC(=O)c1onc(CSc2ccc(F)cc2)c1C(=O)NCCC(C)C	4.4	19	0	-11	-17	-5	-1	13	1
CCc1ccccc1Nc1nc(N)nc(CSCC(=O)Nc2ccc(C)c(C)c2)n1	5.4	5	5	1	10	-5	1	-2	3
CN1C[C@@H]2[C@@H]3C(=O)N(C)C(=O)[C@@H]3[C@](C)(C1=O)N2C(=O)c1ccccc1	1.2	17	2	-1	-13	0	5	16	3
COc1ccccc1-c1ccc([C@@H]2C[C@H]3[C@@H](CN2)CON3C)cc1	0.1	13	-2	-26	-6	0	-5	2	1
CCOc1ccccc1OCC(=O)Nc1nnc(COC)s1	-0.1	14	-1	3	-2	-2	-2	0	-1
Cc1noc(C)c1C(=O)OCC(=O)NCCc1ccccc1	0.3	19	-1	-2	-14	4	-1	8	0
Cc1cc(C)c2c(C)c(C(=O)NCc3ccc(S(N)(=O)=O)cc3)oc2c1	0.4	-6	-2	2	10	7	6	5	2
CCOc1ccc2[nH]c(=O)c(CN(Cc3ccco3)C(CC)c3nnnn3Cc3ccccc3)cc2c1 (centres undefined)	2.0	5	0	-1	-4	-5	1	0	4
CC(NCc1ccccc1Cl)C(=O)Nc1ccc(C#N)cc1 (centres undefined)	2.2	7	-7	6	-8	-5	8	-5	1
O=C(CSc1nnnn1-c1ccccc1)NC(=O)NCc1ccco1	0.2	20	2	-7	-5	2	3	5	1
O=C(CCN1C(=O)S/C(=C/c2ccccc2)C1=O)Nc1ccc(C(=O)O)c(O)c1	-0.1	20	-3	0	-7	0	7	-1	0
CCCCN(CC)S(=O)(=O)c1ccc2c(c1)CCCN2C(C)=O	2.4	-6	-1	1	7	-4	2	-1	4
CCOc1cccc(/C=N/N=C/c2cccc(OCC)c2O)c1O	-0.4	-1	1	-1	12	-1	9	-8	2
COc1ccc(Cn2c(CCCO)nc3ccccc32)cc1OC	0.3	2	-1	2	1	-2	8	9	0
CC1CN(C(=O)CCC(=O)N2CCOCC2)c2ccccc2O1 (centres undefined)	0.6	-8	1	-8	3	-5	1	-1	0
Nc1nnc(SCCCC(=O)c2ccc(F)cc2)s1	1.1	0	3	8	7	2	-3	0	2
COc1ccc(NC(=O)C2(C)Cc3c(-c4ccc(C(N)=O)cc4)ccnc3O2)cc1 (centres undefined)	0.3	1	2	2	4	-4	4	-5	1
COCCNc1ncnc2c1ncn2[C@H]1CN(CCN2CCOCC2)C[C@@H](CO)O1	3.6	7	0	-1	6	-3	1	-4	1
CCCCn1c(N)c(N(CC)C(=O)c2ccc(N(C)S(=O)(=O)c3ccc(C)cc3)cc2)c(=O)[nH]c1=O	1.2	8	4	-5	-9	-2	6	3	1
Cc1cc(C(=O)CCC(=O)N(C)CC(=O)Nc2ccc(OC(F)(F)F)cc2)c(C)s1	1.0	11	0	6	-8	-3	5	-4	2
NS(=O)(=O)c1ccc(NC(=O)/C(=C/c2ccncc2)NC(=O)c2ccccc2)cc1	0.1	1	-3	-20	-6	-3	4	6	2
CCCS(=O)(=O)C(=C1Nc2ccccc2N1)S(=O)(=O)CCC	0.3	8	-8	2	-2	0	5	-4	1
Cc1ccc2nc3c(cc(C(=O)NCCCn4ccnc4)n3C)c(=O)n2c1	0.4	18	-7	0	-2	7	-1	4	0
CCOC(=O)c1ccc2c(c1)nc(SC(C)C(=O)NCC1CCCO1)n2CC (centres undefined)	-1.1	12	-1	5	-17	4	-5	6	0
COc1ccccc1NC(=O)COC(=O)CC(C)(C)CC1=NS(=O)(=O)c2ccccc2N1	8.1	-4	4	-14	2	3	-20	-6	12
COc1ccc(C(=O)c2oc3ccc(OC)cc3c2N)cc1	0.2	1	1	-13	0	-1	-8	2	2
OC(COc1ccc2cc(Br)ccc2c1)CN1CCCC1 (centres undefined)	5.2	13	-8	-21	-4	-4	7	8	14
CCCCNC(=O)Nc1ccccn1	0.5	19	-4	3	-10	4	1	2	2
CCCc1[nH]nc2c1C(c1ccc(OC)cc1OC)C(C#N)=C(N)O2 (centres undefined)	0.5	19	-9	0	-18	5	2	11	1
CC(=O)Nc1ccc(S(=O)(=O)NCC2CCC(C(=O)N3CCN(c4ccccn4)CC3)CC2)cc1 (centres undefined)	0.4	21	1	9	-16	6	-10	9	1
COc1cc(OC)c(OC)cc1CN1CCCC(C(=O)c2ccccc2SC)C1 (centres undefined)	0.3	8	-9	-5	-7	8	5	-1	1
Cc1cccc(CC(=O)NC2CCN(C)CC2)c1	1.4	22	-10	-4	-19	4	9	-3	1
CCOP(=O)(OCC)/C(=N/OC(=O)c1ccc(OC)cc1)C(N)=O	0.4	16	0	6	5	-5	6	2	1
CCOc1ccc(CC(=NCCO)C2=C(O)CC(C)(C)CC2=O)cc1OCC	0.2	-4	-1	2	-2	2	-10	0	0
O=C(CCc1nc(-c2ccccc2Cl)no1)NCc1ccco1	0.6	21	2	-3	-14	5	11	2	0
Cc1nn(C)cc1CNC(=O)c1cnn2c(C(F)F)cc(C3CC3)nc12	0.6	10	-1	-14	-3	2	3	4	2
CCC1(C)Cc2ccccc2-c2nc(NCCO)n(-c3ccc(C)cc3)c(=O)c21 (centres undefined)	1.2	21	8	-7	-8	5	-6	-4	4
COCC(C)NS(=O)(=O)c1ccc(C(=O)NC(Cc2ccccc2)c2ccccc2)cc1 (centres undefined)	2.0	-1	-1	-9	-19	-2	-1	-7	1
COc1ccc(OC)c(NC(=O)CSc2nnnn2-c2ccc3c(c2)OCO3)c1	1.5	5	-1	0	-14	-11	8	2	2
COc1ccc(/C=C(\NC(=O)c2cccs2)C(=O)Nc2cccc3ccccc23)cc1OC	4.8	15	5	8	-1	-12	10	-5	11
CC(=O)Nc1ccc(S(=O)(=O)Nc2ccc(N3CCOCC3)c(F)c2)cc1	-0.2	7	0	-7	1	8	-7	9	1
CC(C)(C)Nc1nc(NC(C)(C)C)nc(-n2ccnc2)n1	0.6	17	-12	-8	-11	3	-9	7	-2
Cc1cc(C)cc(CC2CC(=O)N(c3cc(C)ccc3C)C2=O)c1 (centres undefined)	1.1	17	-2	-4	-5	-1	4	-3	0
C/C(=N/Nc1ccccc1[N+](=O)[O-])c1ccc(C)c([N+](=O)[O-])c1	1.0	11	1	7	-13	5	-1	-4	1
CCC(=O)Nc1ccc(NC(=O)CSc2nnnn2-c2ccc3c(c2)OCCO3)cc1	-0.3	8	0	0	1	0	2	-2	2
CCc1ccc(/C=C2\SC(N3CCCC3)=NC2=O)cc1	0.7	14	-15	-5	-16	13	-2	1	-1
O=C(NCCCl)Nc1ncn[nH]1	0.9	15	-3	-19	-15	1	2	7	0
CC(NC(=O)c1ccco1)C(=O)N1CC=C(c2ccccc2)CC1 (centres undefined)	-0.3	1	0	0	1	-6	2	3	1
CCOc1ccc(CC(=O)N/N=C/c2cccnc2)cc1	2.6	14	1	-8	-23	16	-9	-1	3
CCCCN1CNC(=S)N(CCc2ccc(OCC)c(OCC)c2)C1	-0.8	16	-2	-13	-7	6	-3	3	-1
CC(=O)NN1C(=O)/C(=C\c2ccc(Cl)cc2)SC1=S	-0.1	12	-4	-5	-3	-8	21	8	2
CCOc1ccc(S(=O)(=O)Nc2cccc(C(=O)N(C)Cc3cccc(OC)c3OC)c2)cc1	6.0	18	0	3	-13	-6	14	-4	9
Cc1ccccc1Oc1ccc(NC(=O)C2CC=CCC2C(=O)O)cc1 (centres undefined)	-0.1	16	0	3	-2	1	0	4	1
O=C(CN1CCOCCOCCOCCOCC1)Nc1ccccc1	0.5	3	2	6	-8	3	0	-2	1
Cc1ccc(Cn2nnnc2CN2CCC(NC(=O)c3ccc(Br)cc3)CC2)cc1	0.3	16	-7	-12	-5	-3	2	3	1
CN1OC[C@@H]2CN(S(=O)(=O)c3cccc(C(F)(F)F)c3)[C@H](c3ccc(-c4cccnc4)cc3)C[C@@H]21	2.4	21	1	10	-22	-3	-11	-5	5
CC(C)(Cc1ccc(O)cc1)NC(=O)CC(=O)N/N=C/c1ccc([N+](=O)[O-])cc1	0.7	19	-4	-1	-3	-4	0	-2	1
Cc1nc([N+](=O)[O-])cn1-c1nc2ccccn2c1[N+](=O)[O-]	-0.4	-2	-4	-17	-7	-1	4	2	1
Cc1ccc(S(=O)(=O)CCC(=O)OCC(=O)N(C)c2ccccc2)cc1	7.1	-4	1	0	12	-1	4	4	2
O=C(Nc1ccc(F)cc1)N1CCN(c2ncccn2)CC1	0.3	-14	0	-1	22	6	-13	2	1

# The list continues:
structure	CHO-K1 Ca ag	M1 PAM parental	CHRM5 agonist	M4 antag	CHO-K1 Ca antag	CHRM5 PAM	CHRM5 antagonist	CHRM4 PAM	M4 ag
CCOC(=O)Cc1cc(=O)c2c(=O)n(-c3ccccc3)[nH]c2[nH]1	0.0	17	-3	-28	-7	-2	-5	9	0
CN(C)c1ccnc(NCc2ccccc2)c1C#N	0.5	8	0	13	-1	2	2	5	1
COc1ccc(Oc2nc3ccccc3nc2C(F)(F)F)cc1	-0.9	-2	-1	-1	21	-4	12	8	0
Cc1cccc(N(C(=O)CCC(=O)Nc2ccccn2)C(C(=O)NC(C)C)c2ccc(F)cc2)c1 (centres undefined)	1.0	7	-1	0	-8	-2	10	3	1
COc1ccc(-c2csc3nc[nH]c(=O)c23)cc1	0.8	19	-3	-5	1	-4	-1	7	1
COc1ccc(-c2nc(CN3CCN(Cc4cccc(F)c4)CC3)c(C)o2)cc1	1.3	8	0	0	-9	-5	-3	-2	3
CC(NC(=O)Cc1ccc(-c2ccccc2)cc1)c1ccccc1 (centres undefined)	0.8	9	-3	15	-3	-4	8	-9	2
O=C(Nc1ccc(Nc2ccccc2)cc1)c1ccc(Br)o1	1.0	8	1	2	2	-4	11	2	7
O=C(Nc1ccccc1N1CCCC1)c1cc2ccccc2o1	0.0	10	-2	0	-2	-4	6	12	3
CCOC(=O)C1CCCN(C(=O)CCCOc2cc(=O)n(C)c3ccccc23)C1 (centres undefined)	1.4	-5	1	2	21	-3	3	-7	4

# Three entries already listed, sorted by molecular weight, descending:
structure	CHO-K1 Ca ag	M1 PAM parental	CHRM5 agonist	M4 antag	CHO-K1 Ca antag	CHRM5 PAM	CHRM5 antagonist	CHRM4 PAM	M4 ag
CCC1(C)Cc2ccccc2-c2nc(NCCO)n(-c3ccc(C)cc3)c(=O)c21 (centres undefined)	1.2	21	8	-7	-8	5	-6	-4	4
O=C(CN1CCOCCOCCOCCOCC1)Nc1ccccc1	0.5	3	2	6	-8	3	0	-2	1
COc1ccc(Oc2nc3ccccc3nc2C(F)(F)F)cc1	-0.9	-2	-1	-1	21	-4	12	8	0
